# Source: PubChem BioAssay (National Center for Advancing Translational Sciences (NCATS))
# RGS4 inhibitor = blocks human RGS4-accelerated GTP hydrolysis. P49798. Transcreener GDP fluorescence polarization, RGS4-accelerated GTP hydrolysis. Potency, µM (titrated, usually from 114 µM), for the others: at the top dose activity change, negative = inhibition, most hits filed as inhibitors. 390,000 compounds, 0.039% hits; note: potency is the fitted concentration of half-maximal effect; % is set by controls: 0 for no effect and ±100 for the full control effect; nearly all actives have a fitted effect of over 75% in size; some results filed as inactive show a strong effect at the top dose
#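 MLSMR compounds (23 nl, pin-transferred) preincubated 10 min at room temperature with a 500nM (2x) first reagent, then RGS4 at 900nM (2x) plus Transcreener GDP mix added; fluorescence polarization (620/688 nm) read before and after 90 min at 30 °C.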
# ERG Ets-DNA blk = blocks human ERG Ets domain binding to DNA. P11308. fluorescence polarization, His-ERG Ets domain / labelled DNA. Potency, µM (doses to about 76.9 µM), inactives show top-dose FP activity, negative = inhibition, actives largely listed as inhibitors. 370,000 compounds, 0.028% hits. AID 624246; active = well fitted inhibition curve with a large enough effect in the polarisation, with a control signal flat; inconclusive = small, poorly fitted or top-dose-only effect, or effect the other way, or a change in a side signal; inactive = no such curve, though single readings can be large or run the other way; the % refers to the polarisation;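 note: polarization taken with two DNA probes labelled with fluorescein and Texas red; potency is the fitted concentration of half-maximal effect; % of control where 0% means no effect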
#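 His-tagged ERG Ets domain (1 uM in the protein solution; 300mM KCl, 50mM Tris-HCl, 1mM EDTA, 1mM DTT, pH 7.5) received compound, then a probe mix of 5 nM fluorescein-DNA and 100nM Texas-615-DNA. Fluorescence polarization was read for both dyes.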
# APE1 inh = inhibitors of human APE1 endonuclease; P27695; 350,000 compounds, 0.35% hits; recombinant APE1, TAMRA/BHQ-2 abasic DNA cleavage fluorescence; Potency, µM (top dose mostly 65.8 µM), inactives show at the highest dose activity change, negative = inhibition, actives largely listed as inhibitors; AID 2517;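 note: potency is the fitted concentration of half-maximal effect; plate controls were vehicle for no effect and reference inhibitor for full effect; nearly all actives have a fitted effect of over 55% in size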
#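 Activity was derived from the fluorescence gain between first and third kinetic reads (60 s intervals, ex 525/em 598 nm) after 50 nM THF-abasic TAMRA/BHQ-2 duplex was added to 0.75 nM APE1 preincubated 15 min with compound.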
# LDHA inh = blocks human lactate dehydrogenase A | P00338 | purified LDHA, NADH/diaphorase-resazurin fluorescence; stronger effect = lower value | activity change, % (values are at about 110 or 230 µM) | 480,000 compounds, 0.15% hits; in the data active = activity change below about -30%; inconclusive = mostly about -25% to -30%;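 note: plate controls were DMSO wells for no effect and wells without enzyme for full effect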
#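 Human LDH5 (2 nM) was incubated with 0.06 mM NADH and 0.2 mM pyruvate for 5 min at room temperature in Tris pH 7.4. Remaining NADH was coupled through diaphorase/resazurin, and resorufin fluorescence was read at 0 and 20 min.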
# POLB inh = inhibitors of human DNA polymerase beta | P06746 | Pol beta primer extension/strand displacement, fluorescence kinetic | Potency, µM (doses to about 114 µM), for the others: at the top dose activity change, negative = inhibition, usual class: inhibitors | 340,000 compounds, 1.3% hits | AID 485314; note: potency is the fitted concentration of half-maximal effect; % is set by controls: 0 for no effect and ±100 for the full control effect
#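 Pol beta (10 nM) was preincubated with compound for 15 min at room temperature. The reaction was then started with 50 nM substrate and read immediately and after a further 10 min at room temperature.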
# POLH inh = inhibitors of human DNA polymerase eta. AID 588591. Potency, µM (highest dose often 114 µM), without a hit: at the highest dose activity change, negative = inhibition, most hits filed as inhibitors. 390,000 compounds, 1.2% hits. recombinant Pol eta, fluorescent DNA replication assay; note: potency is the fitted concentration of half-maximal effect; % is set by controls: 0 for no effect and ±100 for the full control effect
#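 Pol eta (10 nM) was preincubated with compounds for 15 min at room temperature, after which fluorescent replication substrate (50 nM final) was added to start the reaction. Fluorescence was read kinetically at 0 and 10 min.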
# 12-LOX inh = inhibitors of human 12S-lipoxygenase ALOX12. P18054. purified 12hLO, xylenol orange hydroperoxide absorbance. Potency, µM (highest dose often 108 µM), without a hit: at the highest dose activity change, negative = inhibition, actives largely listed as inhibitors. 580,000 compounds, 1.1% hits. AID 1671190; note: potency is the fitted concentration of half-maximal effect; % is set by controls: 0 for no effect and ±100 for the full control effect
#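 Hydroperoxide product was detected by ferrous iron/xylenol orange as the 573 to 405 nm absorbance ratio. Arachidonic acid at 40 uM (final) was turned over for 30 min at room temperature by 150 nM human 12hLO, pH 7.0 Hepes buffer, after 15 min compound preincubation.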
# Apoferritin bind = binds horse apoferritin like a general anesthetic; P02791; apoferritin/1-aminoanthracene competitive binding, fluorescence; Potency, µM (doses to about 77.5 µM), inactives show at the highest dose activity change, negative = displacement, actives largely listed as inhibitors; 350,000 compounds, 0.074% hits; AID 485281; note: potency is the fitted concentration of half-maximal effect; % is set by controls: 0 for no effect and ±100 for the full control effect; nearly all actives have a fitted effect of over 20% in size
# Target sequence (P02791 2-175 limits assumed): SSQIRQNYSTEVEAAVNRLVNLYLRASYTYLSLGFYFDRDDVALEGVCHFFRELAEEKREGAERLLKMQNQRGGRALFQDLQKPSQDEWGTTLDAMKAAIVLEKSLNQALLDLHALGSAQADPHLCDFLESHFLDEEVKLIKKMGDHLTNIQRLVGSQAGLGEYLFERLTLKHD
#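 Horse-spleen apoferritin (10 uM) was mixed with 50% saturated 1-aminoanthracene in PBS, exposed to compounds for 10 min at room temperature, and read for fluorescence (ex 380 nm, em 535 nm). Competitive displacement was fitted with a four-parameter Hill equation.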
# POLK inh = DNA polymerase kappa (human) inhibition. purified Pol kappa, fluorescent DNA synthesis assay, 10 min. Potency, µM (titrated, usually from 107 µM), inactives show top-dose activity, negative = inhibition, usual class: inhibitors. 400,000 compounds, 0.53% hits. AID 588579; note: potency is the fitted concentration of half-maximal effect; % is set by controls: 0 for no effect and ±100 for the full control effect
# Target sequence (Q9UBT6 whole entry, looked up): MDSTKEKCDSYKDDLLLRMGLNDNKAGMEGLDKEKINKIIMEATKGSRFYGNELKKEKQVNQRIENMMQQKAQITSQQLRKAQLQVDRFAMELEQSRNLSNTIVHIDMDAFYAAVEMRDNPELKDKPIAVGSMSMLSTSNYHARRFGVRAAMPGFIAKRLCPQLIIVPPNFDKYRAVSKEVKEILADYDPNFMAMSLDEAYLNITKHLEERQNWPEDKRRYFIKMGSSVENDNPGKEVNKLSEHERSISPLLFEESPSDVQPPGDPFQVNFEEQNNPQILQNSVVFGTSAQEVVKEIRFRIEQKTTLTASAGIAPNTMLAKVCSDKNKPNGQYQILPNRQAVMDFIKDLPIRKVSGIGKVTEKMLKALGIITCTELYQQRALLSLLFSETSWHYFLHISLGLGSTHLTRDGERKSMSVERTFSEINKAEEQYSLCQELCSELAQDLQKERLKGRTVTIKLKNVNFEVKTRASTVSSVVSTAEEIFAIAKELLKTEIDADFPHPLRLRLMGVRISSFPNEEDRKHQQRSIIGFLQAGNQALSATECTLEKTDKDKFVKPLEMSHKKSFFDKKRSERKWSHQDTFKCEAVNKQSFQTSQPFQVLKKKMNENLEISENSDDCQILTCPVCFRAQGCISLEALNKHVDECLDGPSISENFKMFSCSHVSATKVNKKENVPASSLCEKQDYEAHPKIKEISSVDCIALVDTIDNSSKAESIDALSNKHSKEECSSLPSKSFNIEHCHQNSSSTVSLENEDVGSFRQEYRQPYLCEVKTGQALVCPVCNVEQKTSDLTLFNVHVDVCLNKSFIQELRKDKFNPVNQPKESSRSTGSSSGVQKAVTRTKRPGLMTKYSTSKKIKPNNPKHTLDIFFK
#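 Activity was followed as the change in fluorescence between reads at 0 and 10 min after starting the reaction with 50 nM substrate. Beforehand, 10 nM polymerase had been preincubated with compound for 15 min at room temperature.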
# Starred values were filed as active, the others as inactive; u = inconclusive; x = no result given; & = joins results of further samples; [ ] = dose if it differs, or a comment. Unless noted, calls come from the whole dose curve; as a rule, active = well fitted curve in the direction sought with a large enough effect; inconclusive = small, poorly fitted or top-dose-only effect, or another doubt; inactive = no such curve, though single readings can be large; an effect the other way counts as inactive or inconclusive.
# Preview:
# Values in the order – RGS4 inhibitor	ERG Ets-DNA blk	APE1 inh	LDHA inh	POLB inh	POLH inh	12-LOX inh	Apoferritin bind	POLK inh
> OCCC#Cc1ccc(CN2CCN(Cc3ccsc3)C(CCO)C2)cc1 (stereo not given)
  13.1%	6.8%	1.8%	-12.9	4.6%	1.6%	-1.8%	u	-8.3%
> O=c1/c(=C/c2ccc(CNS(=O)(=O)c3ccccc3)o2)sc2n1CCN=2
  -43.4%	x	-11.3%	7.5	50.1µM*	u	-10.9%[57.4 µM]	u	3.6%[60.1 µM]
> CN(C)C(=O)N1CCN(C(=O)c2ccccc2Sc2ccccc2C#N)CC1
  -1.4%	x	-3.5%	5.4	10.2%	-4.4%	-8.0%	35.7%[activator]	-5.5%

# The whole of this part, from the first entry:
# Values in the order – RGS4 inhibitor	ERG Ets-DNA blk	APE1 inh	LDHA inh	POLB inh	POLH inh	12-LOX inh	Apoferritin bind	POLK inh
> OCCC#Cc1ccc(CN2CCN(Cc3ccsc3)C(CCO)C2)cc1 (stereo not given)
  13.1%	6.8%	1.8%	-12.9	4.6%	1.6%	-1.8%	u	-8.3%
> O=c1/c(=C/c2ccc(CNS(=O)(=O)c3ccccc3)o2)sc2n1CCN=2
  -43.4%	x	-11.3%	7.5	50.1µM*	u	-10.9%[57.4 µM]	u	3.6%[60.1 µM]
> CN(C)C(=O)N1CCN(C(=O)c2ccccc2Sc2ccccc2C#N)CC1
  -1.4%	x	-3.5%	5.4	10.2%	-4.4%	-8.0%	35.7%[activator]	-5.5%
> COC(=O)CCCCC(=O)C1C(=O)CC(C)(C)C(C(=O)OC)C1=O (stereo not given)
  -19.2%	-0.7%	-3.3%	1.0	18.4%	-8.7%	u	-10.3%	4.3%
> CCOc1cc(/C=N/NC(N)=O)cc(Br)c1OCC(=O)Nc1ccccc1C
  -17.5%	6.6%	-1.5%	-0.1	1.9%	-14.6%	0.0%	u	-13.6%
> CCC(=O)Nc1cccc(NC(=S)NC(=O)c2ccc(Cl)cc2Cl)c1
  0.2%	-10.1%	-2.4%	-8.2	-10.4%	-9.1%	9.4%	-10.7%	0.0%
> C/[N+]([O-])=C\c1cccc(OCCN2CCN(c3ncc(C(F)(F)F)cc3Cl)CC2)c1
  13.6%[56.9 µM]	5.6%	-8.9%	-1.0	5.6%	7.6%	1.6%	u	-8.5%
> CCCCc1nc2sc3c(SCCN(C)C)ncnc3c2c2c1CCC2
  -16.2%	-1.4%	-8.2%	-0.2	u	-11.5%	114.2%[activator]	0.1%	-11.3%
> CCCn1nc(-c2nnc(-c3ccc(C)c(C)c3)o2)c2ccccc2c1=O
  24.1%	-11.4%	-4.2%	-8.9	2.3%	-1.6%	x	-2.7%	-12.0%
> CCOc1ccc(NC(=O)NC2CCCCCCC2)cc1
  -7.1%	2.9%	19.5%	-1.4	16.4%	-13.7%	0.0%	-21.9%	-8.5%
> CCCCC1(C)OC(=O)C(=Cc2ccc(N(C)C)cc2)C(=O)O1 (stereo not given)
  -12.7%	8.4%	-3.2%	-3.0	36.5%	u	u	-19.9%	-9.0%
> COC(=O)c1ccc(CSc2nc3ccncc3n2Cc2ccc(F)cc2)cc1
  -9.2%	5.0%	x	-6.3	u	-8.8%	u	-5.8%	5.8%
> Cn1cnnc1SCCNS(=O)(=O)c1cccc([N+](=O)[O-])c1
  4.1%	-10.4%	-15.7%	-4.2	7.0%	1.4%	-9.4%	-0.2%	-21.5%
> COc1ccc(C2c3[nH]c4ccccc4c3C[C@H]3C(=O)N(C)CC(=O)N23)cc1OC (stereo not given in full)
  -33.9%	8.6%	9.9%	1.0	16.0%	-7.7%	18.3%	5.4%	12.1%
> COCCn1c(C)cc(C(=O)COC(=O)c2ccc(S(=O)(=O)N(C)C)cc2)c1C
  -11.7%	-1.5%	45.8%	-5.3	x	-2.9%	u	x	-3.2%
> CC(CNC(=O)c1ccccc1Cl)c1ccccc1 (stereo not given)
  -20.3%	10.0%	-16.4%	0.6	14.0%	-0.4%	20.1%	-5.0%	-6.3%
> CCN(C(=O)COC(=O)CNC(=O)c1ccc(C)c(C)c1)C1CCS(=O)(=O)C1 (stereo not given)
  30.2%[11.4 µM]	-0.7%	11.8%	-3.1	4.1%	-4.6%	-23.9%	7.9%	-1.7%
> COC(=O)c1cnn2c(C)c(Cc3cccc(F)c3)c(C)nc12
  9.5%	-2.4%	-2.4%	-8.4	-0.1%	-3.5%	11.1%[57.4 µM]	-1.1%	2.6%
> CCCCN(C(=O)c1ccc2c(c1)OCO2)C1CCS(=O)(=O)C1 (stereo not given)
  5.4%	7.8%	31.6%	-2.0	x	-6.3%	0.9%	x	-1.8%
> Cc1cc(OC(C)C(=O)NC2CC(C)(C)NC(C)(C)C2)c2c(C)cc(=O)oc2c1 (stereo not given)
  -3.1%	-0.3%	11.2%	-1.4&-2.6	8.1%	-1.3%	7.9%&-5.4%	0.9%	-0.7%
> c1ccc(-c2ncc(CN3CCN(c4ccccn4)CC3)[nH]2)cc1
  -8.6%	-4.7%	5.1%	-2.2	-7.9%	-6.3%	-9.7%	7.2%	19.2%
> O=C(Nc1ccc(N2CCOCC2)cc1)c1cccc(S(=O)(=O)N2CCCCC2)c1
  11.3%	10.1%	0.3%	-4.7	-0.1%	-8.1%	2.0%	-7.6%	-1.5%
> Cc1ccc(NC(=O)N2CCCC2C(=O)NCCc2ccccc2)cc1 (stereo not given)
  19.2%	-5.3%	1.3%	-4.7	44.2%	-13.0%	u	-5.7%	-1.5%
> Cc1c(Cl)cccc1NC(=O)CC1SCCNC1=O (stereo not given)
  42.5%	-4.2%	u	-9.9	-2.9%	2.6%	-5.9%	-1.4%	-15.8%
> Cc1ccc(S(=O)(=O)N2CCN(C(=O)COC(=O)c3ccccc3OC(F)F)CC2)c(C)c1
  8.2%	2.7%	x	-9.1	x	-12.1%	208.7%[activator]	x	-14.8%
> Cc1ccc(C(=O)OC2CCN(c3ccc([N+](=O)[O-])cc3)CC2)cc1
  -3.2%	-1.6%	-5.0%	-0.4	24.7%	5.3%	0.0%	-16.1%	3.5%
> CC(=O)Nc1ccc(S(=O)(=O)Nc2cc3c(cc2C(C)=O)OCO3)cc1
  -6.9%	6.2%	16.3%	3.6	-0.1%	-12.7%	u	-2.4%	-7.9%
> COc1ccc(Cl)cc1C(=O)Nc1ccccc1N1CCCCC1
  18.8%	-8.1%	-2.1%	-0.8	20.8%	-3.6%	289.3%[activator]	-10.9%	-11.2%
> COCCCNC(=S)Nc1ccc(S(=O)(=O)Nc2cc(OC)nc(OC)n2)cc1
  u	2.7%	24.6%	-1.3	7.5%	-17.3%	38.4%	-2.9%	-0.3%
> COc1ccc(-n2c(SCC(=O)Nc3ccc(C)cc3)nc(O)c(Cc3ccccc3)c2=O)cc1
  -15.4%	4.2%	-4.1%	-3.1	-3.9%	-16.7%	71.0%[activator]	-16.8%	-4.5%
> CCc1cc2c(=O)oc(-c3ccccc3F)nc2s1
  -3.5%	-7.4%	49.4%[activator]	-6.9	-1.4%	-3.9%	2.1%	u	-4.0%
> COc1ccc(Cl)cc1NS(=O)(=O)c1ccc2[nH]c3c(c2c1)CCCC3
  -0.2%	-0.1%	x	-0.5	16.6%	-16.2%	u	-14.5%	-2.7%
> O=[N+]([O-])c1cc(-c2ncccn2)cs1
  -12.2%	8.8%	2.2%	-2.8	45.9%	-0.2%	-4.7%	-7.7%	-3.2%
> CCCC(=N)C1=C(O)CC(CC(C)SCC)CC1=O (stereo not given)
  -44.0%	0.8%	-7.3%	-6.8	23.4%	-13.8%	0.0%	u	-14.9%
> CCOC(=O)C1=C(C)NC(C)=C(C(=O)OCC)C1C(=O)OCC(=O)NCc1ccc(F)cc1
  14.4%	7.8%	-10.9%	1.6	x	-19.0%	-19.2%	x	1.2%
> Fc1ccc(N2CCN(/C=C/c3nnnn3-c3ccccc3)CC2)cc1
  -8.3%	0.6%	1.1%	-6.7	-0.4%	-12.1%	-11.5%	-5.5%	2.9%
> CCCC(=O)Nc1cccc(NC(=O)c2ccc(C)c([N+](=O)[O-])c2)c1
  -16.2%	1.0%	13.9%	-3.2	22.6%	-13.6%	-20.1%	u	-6.7%
> O=C(Nc1c[nH]c(=O)[nH]c1=O)c1ccccc1Cl
  15.1%	2.5%	-3.9%	-5.7	59.2%	5.7%	-32.1%	-2.9%	-0.6%
> COc1ccc(-c2nc3c4ccccc4n(CC(=O)N4CCN(c5ccc(F)cc5)CC4)c(=O)n3n2)cc1
  -7.5%	-0.7%	x	-2.0	1.1%	-8.1%	-0.6%	-1.8%	-3.2%[60.1 µM]
> O=C(Nc1ccccc1C(F)(F)F)c1ncn[nH]1
  6.1%	-2.8%	1.1%	11.4	37.0%	-8.3%	-0.5%	-5.3%	-0.1%

# The list is partial, so the mix of outcomes need not match the whole.
